Screening data as filed in PubChem BioAssay.
Pf Dd2 growth = Plasmodium falciparum Dd2 growth inhibition; AID 1347417; 120,000 compounds, 4.3% hits; P. falciparum Dd2 growth, SYBR Green, 72 h; Potency, µM (series often up to 28.9 µM), for inactives: at the top dose activity, negative = inhibition, most hits filed as inhibitors; active = well fitted inhibition curve with a large enough effect; inconclusive = small, poorly fitted or top-dose-only effect; inactive = no such curve, though single readings can be large or run the other way;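 also: plate controls were DMSO vehicle for no effect and reference drug for full effect; nearly all actives have a fitted effect of over 65% in size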
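Infected erythrocytes (Dd2, 0.3% parasitemia, 2.5% hematocrit final) are added to compound in RPMI-1640/Albumax II medium, grown 72 h at 37C in low oxygen, then lysed with saponin/Triton-X containing SYBR Green and read by fluorescence.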
* marks the source's active call; other numbers are inactive results; i = inactive; ? = inconclusive; [ ] = dose if it differs, or a comment. Potency is read from the fitted curve at half-maximal effect. Not all compounds are listed (hit frequency here may not be typical).

mol	Pf Dd2 growth
COc1cccc(CCC(=O)N2CCC(c3nc(C4CCOCC4)no3)CC2)c1	i
COC(C(=O)Nc1ccnn1C1CCN(C(=O)CO)CC1)c1ccccc1 (stereo not given)	-10.6%
CN(C)C(=O)c1ccnc(-c2nnc3ccc(NC4CCCCC4)nn23)c1	?
Cc1cccc(CC(=O)NCCC2CCN(C(=O)Nc3cc(F)cc(F)c3)CC2)c1	-25.2%
CN1CC(=O)N(C2CCC2)Cc2c1ncnc2N1CCN(c2ncccn2)CC1	-17.0%
COc1ccc(C(=O)N2CCCN(c3cc(-c4ccc(Cl)cc4)[nH]n3)CC2)c(C)c1	?
Cc1ccc(-c2cc(C(=O)NCc3c(C)cc(C)[nH]c3=O)c3c(c2)N(C)CCO3)cc1	-43.1%[44.1 µM]
O=C(c1ccc(CSc2ncccn2)o1)N1CCC(N2CCCC2=O)CC1	-6.8%
Cc1cc(-c2cc3c(cn2)N(C)CCN(C)C3)ccn1	-16.4%[44.1 µM]
COc1ccc(C(=O)N2CC[C@H](c3nnc(-c4ccccc4OC)o3)C2)cc1OC	-21.5%[44.1 µM]
COc1ccc(-n2cc(C(=O)N(C)c3cc(C)ccc3OC)c3ccccc3c2=O)cc1	?
COc1ccc(C(=O)N2CCC3(CC2)NC(=O)N(Cc2ccccc2)C3=O)cc1F	5.3%
CC1=NS(=O)(=O)N(CCCN2C(=O)c3ccccc3C2=O)C=C1C(=O)O	-7.1%
CCn1ccc2cc(S(=O)(=O)N3CCCN(C(=O)NCCOC)CC3)ccc21	?
CCOC(=O)N1CCC(N2CCCC(CCC(=O)Nc3ccc(OC)c(Cl)c3)C2)CC1 (stereo not given)	0.0%
O=C(NCc1ccc(F)cc1Cl)c1cc(=O)[nH]c2ccc(S(=O)(=O)N3CCCCC3)cc12	?
Cc1cccc(C(=O)N2C[C@@H](Oc3ccccc3)C[C@H]2C(=O)N2CCCC2)c1	-16.5%
Cc1cc(-c2ccc(C)c(S(=O)(=O)Nc3cccc(C)n3)c2)on1	25.4%
CC(C)CN1C(=O)c2ccccc2C(C(=O)NCc2cccnc2)C12CCCCC2 (stereo not given)	-19.5%
CN1C[C@@H](NC(=O)CC(C)(C)CC(=O)O)C[C@H]1c1nc(-c2ccc3ccccc3c2)no1	i
CCS(=O)(=O)c1nc(S(=O)(=O)c2ccc(C)cc2)c(NCC(C)C)s1	?
CC(C)N1C(=O)C(CC(N)=O)=C2CCCCC21 (stereo not given)	25.4%
O=C1NC(=NC2CCCCC2)C2(CCN(Cc3ccccc3)C2)N1c1cc(F)cc(F)c1 (stereo not given)	1.78µM*
CNC(=O)[C@@H]1CN(C(=O)c2n[nH]c3ccccc23)C[C@H]1COC	6.8%
COc1ccc(-c2cc(C[C@H]3CNCC[C@H]3CC(=O)NCCN(C)C)no2)cc1	-19.3%[44.1 µM]
COc1ccccc1CC(=O)N1CCCc2ncc(C(=O)N(C)c3ccccc3)cc21	-3.5%[44.1 µM]
COc1ccc(CCC(=O)N2CCC(Cc3nncn3Cc3ccccc3)C2)cc1 (stereo not given)	i
N#CCn1nc2n(c1=O)CCN(S(=O)(=O)c1ccc3c(c1)OCCO3)CC2	-8.9%
Cc1ccc(-n2nnnc2CNC(=O)c2ccccc2C)cc1C	24.4%
O=C(NCc1ccc(F)cc1)c1ccc2c(Cl)c3c(nc2c1)CCCC3	-26.2%
O=[S+]1([O-])NCC2(CCN(CC3CCNCC3)C2)Nc2ccccc21 (stereo not given)	-17.2%
CC1Cc2cc(S(=O)(=O)NCc3ccc(F)cc3)ccc2N1C(=O)C1CCC1 (stereo not given)	21.9%
CC(C)C[C@@H](NC(=O)C1=C[C@@H](NC(=O)CC(C)(C)C)[C@@H](O)[C@H](O)C1)C(N)=O	16.6%[44.1 µM]
CN(Cc1ccccc1)C(=O)c1ccc2c(c1)NC(C)(COc1cccnc1)CO2 (stereo not given)	i
COc1ccc(CCC(=O)N2[C@@H]3CC[C@H]2CC(NC(=O)c2ccc(F)cc2)C3)cc1 (stereo not given in full)	?
O=C(O)CCNC(=O)N1CCCC(c2cccc(C(=O)O)c2)C1 (stereo not given)	2.4%
O=C(Nc1ccccc1)N1CC(Oc2ccc(-c3noc(-c4ccncc4)n3)cc2)C1	-17.9%
Cc1ccc(-n2c(/C=C/c3cccc(C(F)(F)F)c3)nc3ccccc3c2=O)cc1	75.0%[activator]
COc1ccc(C(=O)N[C@@H]2CN(c3ccncn3)C[C@H]2CN(C)C)cc1F	62.5%[activator]
Cc1nn2c(c1-c1ccnn1C(C)C)N(C(=O)C(C)C)CCC2	13.6%[44.1 µM]
CC(C)c1noc([C@@H]2CCCN2C(=O)Cn2nnnc2CN(C)C(C)C)n1	i
C=Cc1ccc(CSc2nc(-c3ccccc3Cl)nc3c2Cc2c(CO)cnc(C)c2O3)cc1	6.31µM*
CCc1ccc(NC(=O)NCCc2noc(C)n2)cc1	6.2%
O=S1(=O)NCC2(CCN(Cc3ccc(Cl)s3)CC2)Oc2ncccc21	?
Cc1ccccc1-n1nc(CO)c(C(=O)NCc2cccnc2)n1	49.3%[activator]
Fc1ccc(Nc2ncnc3onc(-c4ccc(Cl)cc4)c23)cc1Cl	?
Cc1cccc(NS(=O)(=O)c2ccc3c(c2)CCN3C(=O)C2CCC2)c1	i
Cc1ccc(NC(=O)Cn2nc3n(c2=O)CCCC3)c(C)c1	-1.2%
CCc1ccc(NC(=O)C2CCC(CNS(=O)(=O)c3cccs3)CC2)cc1 (stereo not given)	1.0%
O=C(c1ccc(Cl)nc1)N1CCCC(c2nn(-c3ccc(F)cc3)c(=O)[nH]2)C1 (stereo not given)	-16.4%

Structures from the list above containing a COOH group (3):
mol	Pf Dd2 growth
CC1=NS(=O)(=O)N(CCCN2C(=O)c3ccccc3C2=O)C=C1C(=O)O	-7.1%
CN1C[C@@H](NC(=O)CC(C)(C)CC(=O)O)C[C@H]1c1nc(-c2ccc3ccccc3c2)no1	i
O=C(O)CCNC(=O)N1CCCC(c2cccc(C(=O)O)c2)C1 (stereo not given)	2.4%

Going on with the list:
mol	Pf Dd2 growth
CC(=O)Nc1cccc(-c2nnc(SCC(=O)c3cc([N+](=O)[O-])ccc3Br)o2)c1	-24.5%
Cc1ncsc1CN1CCC2(CC1)NCCc1c2[nH]c2ccccc12	?
CCOc1ccc(NC(=O)CN2CCN(Cc3ccccc3)S2(=O)=O)cc1	5.62µM*
O=C(COc1ccc(F)cc1)NCCc1noc(-c2ccncc2)n1	-17.0%
O=C(Cc1ccccc1)NCC1CN(Cc2cccc(Cl)c2)CC12CN(c1ccccc1)C2 (stereo not given)	?
Cc1cccc(NC(=O)N2CCCC(Cc3noc(C4CC4)n3)C2)c1 (stereo not given)	0.6%
CN(C)c1cccc(Oc2nnnn2[C@H]2CO[C@H]3[C@@H]2OC[C@@H]3NC(=O)NC2CCCCC2)c1	-13.9%
O=C(CC1CCOCC1)NCc1ccc(OC(F)(F)F)cc1	39.9%
O=C(c1ccccn1)N1CCCC2(CC(c3cccnc3)=NO2)C1 (stereo not given)	1.9%
Fc1ccc(C2Cn3nnc(-c4nc(-c5ccccc5F)no4)c3CO2)cc1 (stereo not given)	-20.7%
Cc1ccc(-c2ccc(=O)n(CC(=O)Nc3cccc(C#N)c3)n2)cc1	44.5%[activator]
Cc1ccn(CC(=O)N[C@@H]2CN(C)C[C@H]2CN(C)C)n1	i
COCCN1C(=O)c2cccn2CC1CNC(=O)c1cc2ccccc2[nH]1 (stereo not given)	?
O=C(NC1CCCNC1)C1CCN(c2nc(-c3ccccc3)nc3c2CCC3)CC1 (stereo not given)	?
Cc1ccc(-c2cccc(CN)c2)cc1Cl	11.2µM*
COc1ccc(CNC(=O)CCC2N=C3c4ccccc4N=C(SCc4cccc(F)c4)N3C2=O)cc1 (stereo not given)	i
COc1ccc(-n2nc3n(c2=O)CCN(C(=O)c2ccccc2)C3)cc1	13.2%
O=C(O)CCNC(=O)Cn1nc2c(cc1=O)CCCCC2	-7.8%
COc1ccc(C(=O)N2CCc3nc(N)nc(N4CCCC4)c3CC2)o1	?
Cc1cc(SCC(=O)Nc2ccc(C(F)(F)F)cc2)nc(=O)[nH]1	23.0%
CC1CCN(S(=O)(=O)c2ccc3c(c2)N(CC(=O)NCCCN2CCCC(C)C2)C(=O)CS3)CC1 (stereo not given)	?
CC1(C)C(=O)N(CCOc2ccccc2)[C@H]2CN(Cc3ccc4c(c3)CCO4)C[C@@H]2[S+]1(=O)[O-]	?
COc1ccc(-c2cc3nc(C)c(CCC(=O)Nc4cccc(C(F)(F)F)c4)c(C)n3n2)c(OC)c1	?
O=C(c1ccsc1)N1CCCC2(C1)Nc1cccnc1NC2=NC1CCCC1 (stereo not given)	?
COc1cccc(CN2CCCCC23Cc2ccccc2NC3=O)c1 (stereo not given)	-23.3%[44.1 µM]

The list continues.
Structure	Pf Dd2 growth
Cc1cnn(C(C)C(=O)N2CCC3(CCC(=O)N(C4CC4)C3)CC2)c1 (stereo not given)	-7.8%
CCN1c2cc(C(=O)Nc3ccc(C)cc3)ccc2C(=O)N2CCCC21 (stereo not given)	i
CC(C)Oc1ccc(-c2nc3c(C#N)c[nH]n3c2NC2CCCCC2)cc1	-26.8%
CCc1ccc2occ(CC(=O)Nc3ccc(OC)c(Cl)c3)c2c1	-20.4%
CC(C)CNC(=O)N1CCn2nnc(CCC(=O)N3CCOCC3)c2C1	3.5%
COc1cc2c(cc1Oc1ccccc1)NC(=O)C21CCN(C(=O)C2CCC2)CC1	i
C[C@@H](NC(=O)[C@@]1(O)C[C@@H](O)[C@H](O)[C@@H](NS(=O)(=O)c2cccc(C(F)(F)F)c2)C1)C(N)=O	4.5%
Cn1ccc2cc(S(=O)(=O)N3CCCN(C(=O)Nc4ccccc4Br)CC3)ccc21	?
COc1ccc2oc(=O)c(-c3nnc(-c4ccc(C)cc4)o3)cc2c1	-20.5%
Cc1c(Cl)cccc1NC(=O)N1CCCC(Cn2cnc3cccnc32)C1 (stereo not given)	i
CC1CCC2(CC1)NC(=O)N(CC(=O)Nc1cccc(C#N)c1)C2=O (stereo not given)	24.1%
COc1ccc(CN(C(=O)c2cc3ccccc3oc2=O)C2CCS(=O)(=O)C2)cc1 (stereo not given)	i

Fetched by structure from the list above, six records:
Structure	Pf Dd2 growth
COc1ccccc1CC(=O)N1CCCc2ncc(C(=O)N(C)c3ccccc3)cc21	-3.5%[44.1 µM]
O=C(c1ccsc1)N1CCCC2(C1)Nc1cccnc1NC2=NC1CCCC1 (stereo not given)	?
COCCN1C(=O)c2cccn2CC1CNC(=O)c1cc2ccccc2[nH]1 (stereo not given)	?
CN(C)C(=O)c1ccnc(-c2nnc3ccc(NC4CCCCC4)nn23)c1	?
CC1CCC2(CC1)NC(=O)N(CC(=O)Nc1cccc(C#N)c1)C2=O (stereo not given)	24.1%
CCN1c2cc(C(=O)Nc3ccc(C)cc3)ccc2C(=O)N2CCCC21 (stereo not given)	i

Next section
Structure	Pf Dd2 growth
Cc1ccc(C(=O)Nc2ccc(NC(=O)CCCn3cncn3)cc2)o1	-0.5%
CCN(CCNC(=O)c1cc2c(s1)CN(C1CC1)C2)c1cccc(C)c1	-26.8%
CSc1ccc(Nc2ncncc2-c2nc(-c3ccccc3)no2)cc1	-15.1%
CNC(=O)[C@H]1C[C@H](Oc2cccnc2)CN1C(=O)NCC(C)C	i
Cc1ccc(CNC(=O)c2ccc(CN3C(=O)NC4(CCOCC4)C3=O)cc2)cc1	5.6%
CN1C[C@@H](NC(=O)Nc2ccc(Cl)cc2)C[C@H]1c1nc(-c2ccc(F)cc2)no1	14.1µM*
CS(=O)(=O)NC1CCN(Cc2cc(=O)c3cc(C(N)=O)ccc3[nH]2)CC1	8.2%
O=C(Nc1nn(Cc2ccccc2)c2cccc(N3CCOCC3)c12)C1CCC1	-28.6%
CCNC(=O)O[C@@H]1CO[C@H]2[C@@H]1OC[C@@H]2NC(=S)Nc1ccccc1	3.1%[44.1 µM]
O=C(CCc1nnc(CCc2c[nH]c3ccccc23)o1)N1CCCC1c1nccs1 (stereo not given)	-23.3%
NCCCC(=O)N1CCC2(CC1)CN(C(=O)c1ccc(Cl)cc1)CCO2	12.8%
O=C1N(Cc2ccc(F)cc2)C[C@H]2CN(Cc3ccncc3F)CCN12	0.6%[44.1 µM]

A different layout for 2 compounds above.
COc1ccc2oc(=O)c(-c3nnc(-c4ccc(C)cc4)o3)cc2c1
  Pf Dd2 growth: -20.5%
Cc1c(Cl)cccc1NC(=O)N1CCCC(Cn2cnc3cccnc32)C1 (stereo not given)
  Pf Dd2 growth: i

Next section.
Structure	Pf Dd2 growth
Cc1ccc(N2CC(c3nnc(Cc4ccc(F)cc4)o3)CC2=O)cc1 (stereo not given)	-2.3%
CCc1ccc(NC(=O)C2CCN(c3nn4cc(-c5ccc(OC)cc5)nc4s3)CC2)cc1	i
O=C(CN1CCCN(Cc2ccc(Cl)cc2)S1(=O)=O)Nc1ccccc1F	i
COc1ccccc1CNS(=O)(=O)c1ccc2c(c1)CC(=O)N2C	?
Cc1ccc(-c2cc(N3CCC(CNC(=O)c4ccc[nH]c4=O)CC3)n[nH]2)cc1	6.5%
COC(=O)[C@@H]1Cc2c([nH]c3ccccc23)[C@H]2C[C@@H](NCCCn3ccnc3)C[C@@H](c3ccccc3)N21	?
O=C(Cc1ccc(N(Cc2cccc(F)c2)C(=O)c2ccco2)cc1)Nc1ccccc1	?
COc1ccc(-c2[nH]nc3ncc(C(=O)N(C)Cc4ccccc4)nc23)c(C)c1	?
Cc1ccc(CCNC(=O)Cn2nc(C)c3c(C)n(-c4ccc(C)cc4)nc3c2=O)cc1	i
